# GAA glycogen mod = qHTS Assay for Inhibitors and Activators of Human alpha-Glucosidase Cleavage of Glycogen. Lysosomal alpha-glucosidase (Homo sapiens), P10253. recombinant GAA, glycogen substrate, Amplex Red glucose oxidase fluorescence. Potency, µM (highest dose often 76.4 µM), for inactives: at the top dose activity change, negative = inhibition, most hits filed as inhibitors. actives 0.38% (n = 300,000). AID 2100, 2009; active = well fitted inhibition curve with a large enough effect; inconclusive = small, poorly fitted or top-dose-only effect, or another doubt; inactive = no such curve, though single readings can be large or run the other way;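 note: 0% = full enzyme reaction and -100% = no-enzyme basal signal; the screen sought inhibitors and activators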
#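 Natural-substrate format: glycogen cleavage by 4 nM human enzyme, glucose read by Amplex Red coupling (Ex 573, Em 610 nm). Normalized to enzyme and no-enzyme controls.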
# * marks the source's active call; other numbers are inactive results; ? = inconclusive; [ ] = dose if it differs, or a comment. Potency is the fitted concentration of half-maximal effect. This is a subset, so the mix of outcomes need not match the whole.
# A first look:
SMILES,GAA glycogen mod
CC(=O)C1=C(O)C(=O)N(c2ccc(O)cc2)C1c1ccc(F)cc1 (stereo not drawn),-6.2%
CCN(CC(=O)NCc1ccc(Cl)cc1)C(=O)CCc1ccccc1,2.5%

# All compounds of this part, previewed entries included:
SMILES,GAA glycogen mod
CC(=O)C1=C(O)C(=O)N(c2ccc(O)cc2)C1c1ccc(F)cc1 (stereo not drawn),-6.2%
CCN(CC(=O)NCc1ccc(Cl)cc1)C(=O)CCc1ccccc1,2.5%
COc1ccccc1NC(=O)c1sc2nc(C)c(C(=O)Nc3ccc(C)cc3C)c(-c3cccs3)c2c1N,12.6%[76.3 µM]
COc1cc(Cl)c(C)cc1NC(=O)Cc1cccs1,0.3%[76.3 µM]
CC/C(Cc1ccccc1)=N/NC(=O)CNC(=O)c1ccc(Cl)cc1Cl,-2.5%[76.3 µM]
COc1cc(CN2CCN(CC#Cc3ccccc3)CC2CCO)cc(OC)c1 (stereo not drawn),6.0%[76.3 µM]
CN(CCNC(=O)C1CCCN(c2ncnc3c2nc2n3CCCCC2)C1)Cc1ccccc1 (stereo not drawn),-3.2%[76.3 µM]
COc1ccc(Br)cc1CNCc1c(C(=O)O)c(C)n(Cc2ccccc2C)c1C,5.3%[76.3 µM]
Cc1cc(=O)oc2c(C)c(OCC(=O)NC3CC(C)(C)NC(C)(C)C3)ccc12,-14.9%[76.3 µM]
COc1ccccc1C(=O)N/C(=C/c1ccco1)C(=O)Nc1cccc(C(=O)O)c1,2.2%
CCOc1ccc(S(=O)(=O)N(C)CC(=O)NCc2ccco2)cc1,0.1%
COc1ccc(/C=N/NC(=O)c2nnn(-c3nonc3N)c2-c2cccs2)c(OC)c1,2.1%[76.3 µM]
COc1ccc(-c2noc(-c3ccc(NCc4ccccc4OC)c([N+](=O)[O-])c3)n2)cc1,?
CC(C)c1ccc(NC(=O)C2CCCN(S(=O)(=O)c3cccc4cccnc34)C2)cc1 (stereo not drawn),11.1%[76.3 µM]
CCOc1ccc(-c2cc(CCCC(=O)NCCc3ccc(SC)cc3)no2)cc1,1.8%[76.3 µM]
CCc1ccccc1NC(=O)c1nc2nc(C)cc(C(F)F)n2n1,17.5%[76.3 µM]
Clc1ccc(-c2nnn3c2nc(N2CCCCC2)c2ccccc23)cc1,9.3%[76.3 µM]
COC(=O)C(c1ccccc1)C1(O)CC(C)N(C)CC1C (stereo not drawn),17.4%[76.3 µM]
CCc1ccc(/C=C2\SC(=S)N(CCCC(=O)Nc3ccc(C(=O)O)cc3)C2=O)cc1,-6.6%[76.3 µM]
COc1ccc(CNC(=O)CCN2C(=O)[C@@H]3Cc4ccccc4CN3C2=O)cc1,-3.9%[76.3 µM]
CC(C)(C)C(=O)CN1C(=O)NC2(CCOc3ccccc32)C1=O (stereo not drawn),-11.4%[76.3 µM]
COC(=O)c1ccc(Nc2ncnc3c2nc2n3CCCC2)cc1,-8.0%[76.3 µM]
CCC(NC(=O)Cc1c(C)c2ccc(OC)c(C)c2oc1=O)C(=O)NC(Cc1ccc(Cl)cc1)C(=O)O (stereo not drawn),-5.9%[76.3 µM]
Cc1ccccc1Nc1c(-c2cccc(O)c2)nc2ccc(Br)cn12,?
COc1ccc(NC(=S)NCc2ccc(F)cc2)c(OC)c1,-6.6%[76.3 µM]

# Pulled one by one from the entries so far (four):
SMILES,GAA glycogen mod
COc1ccccc1C(=O)N/C(=C/c1ccco1)C(=O)Nc1cccc(C(=O)O)c1,2.2%
COc1ccc(NC(=S)NCc2ccc(F)cc2)c(OC)c1,-6.6%[76.3 µM]
COc1ccc(-c2noc(-c3ccc(NCc4ccccc4OC)c([N+](=O)[O-])c3)n2)cc1,?
CCC(NC(=O)Cc1c(C)c2ccc(OC)c(C)c2oc1=O)C(=O)NC(Cc1ccc(Cl)cc1)C(=O)O (stereo not drawn),-5.9%[76.3 µM]

# Additional compounds follow:
SMILES,GAA glycogen mod
COCCCNC(=O)CCc1c(C)nc2c(c(C)nn2-c2ccc(C)cc2)c1C,-1.3%
CCOC(=O)c1c(C)[nH]c(C)c1S(=O)(=O)NCCCN1CCOCC1,0.6%[76.3 µM]
CCOC(=O)N1CCN(C(=O)COC(=O)Cc2ccc(Cl)cc2)CC1,7.5%
COc1cc(NC(=O)CCc2c(C)[nH]c(=O)c(C#N)c2C)cc(OC)c1,7.5%[76.3 µM]
CC(=O)c1cccc(NC(=O)Cn2c(=O)oc3cc(S(=O)(=O)NC4CCCC4)ccc32)c1,13.6%[76.3 µM]
CCn1c(SCC(=O)Nc2ccc3c(c2)OCCO3)nnc1C(C)C,-4.1%
Brc1cc2c(cc1-c1nc3ccccc3s1)OCO2,-12.7%[76.3 µM]
CCOc1ccc(S(=O)(=O)N2CCN(CC(O)COc3cccc([N+](=O)[O-])c3)CC2)cc1 (stereo not drawn),-4.3%
COc1ccc(C)cc1NC(=O)CSCc1ccccc1C,-4.0%[76.3 µM]
COCCCNC(=O)CSc1nc(-c2ccccc2)[nH]c1-c1ccc(C)cc1,20.2%[76.3 µM]
COc1ccc(OC)c(CNC(=O)C2CCN(c3ncnc4c3nc3n4CCCCC3)CC2)c1,14.0%[76.3 µM]
COc1ccc(-c2cc(C(F)(F)F)n3ncc(-c4ccccc4)c3n2)cc1,-17.4%[76.3 µM]
COC(=O)c1ccc(C(=O)OC)c(NC(=O)c2ccc(-c3ccccc3)s2)c1,-0.2%[76.3 µM]
Cc1ccc(C(=O)Nc2ccc3c(c2)C(=O)N(CC2CCCO2)C3=O)cc1 (stereo not drawn),-6.8%[76.3 µM]
COCCCNc1nc2ccccc2nc1NS(=O)(=O)c1ccc(F)cc1,2.7%
CCOC(=O)N1CCN(S(=O)(=O)c2ccc(OC)c(Br)c2)CC1,10.8%[76.3 µM]
CN(Cc1ccsc1)C(=O)Cn1cc(Br)ccc1=O,1.9%[76.3 µM]
O=C(CCCc1nc(-c2ccccc2)no1)Nc1cc(C(F)(F)F)cc(C(F)(F)F)c1,-15.6%[76.3 µM]
CCc1nn(CCCC(=O)NCc2ccccc2Br)c(=O)c2cc3occc3n12,13.3%[76.3 µM]
O=[N+]([O-])c1ccccc1OCCCOc1cccc2cccnc12,8.1%[76.3 µM]
COc1cc2c(cc1OC)C(c1ccc(Cl)cc1)CC(=O)N2 (stereo not drawn),1.7%[76.3 µM]
Cc1ccc(C)c(N2C(=O)CC(Cc3ccccc3)C2=O)c1 (stereo not drawn),18.4%[76.3 µM]
Cn1c(SCC(=O)Nc2ccc(Cl)cc2)nnc1C1CC1,0.4%[76.3 µM]
Cc1cc(C)cc(OCCNC(=O)c2ccc(Br)cc2)c1,7.8%
CC(=O)NCCc1nc2cc(NC(=O)COc3ccc(C)cc3)ccc2n1C,0.6%
SMILES,GAA glycogen mod
CCc1cc(=O)oc2c(C)c3c(cc12)CN(CCc1ccccc1OC)CO3,9.7%[76.3 µM]
COC(=O)c1cc2sc(C)cc2n1Cc1ccc(Br)cc1F,-2.3%[76.3 µM]
Cc1ccc(S(=O)(=O)c2cc(C)cc(S(=O)(=O)Nc3ccc(C(=O)O)cc3)c2C)cc1,-4.0%
Cc1ccc(S(=O)(=O)N2CCN=C2SCc2c(F)cccc2Cl)cc1,-16.4%[76.3 µM]
Cc1ccc(C2NC(=O)c3ccccc3O2)cc1 (stereo not drawn),-13.2%[76.3 µM]
CC1CCCN(C(=O)C2CC(=O)N(c3ccc(Cl)cc3)C2)C1 (stereo not drawn),11.5%
CCN1CCN(C(=O)c2ccc3c(c2)N(Cc2ccccc2F)C(=O)c2ccccc2S3=O)CC1 (stereo not drawn),-1.3%[76.3 µM]
CCc1cc(=O)oc2cc(OCc3ccc(C(=O)O)o3)ccc12,-1.4%
COc1ccc(-c2cc3c(=O)n(CC(=O)NCCCN4CCN(Cc5ccccc5)CC4)ncn3n2)cc1,-9.0%[76.3 µM]
COc1cccc(NCc2cc(=O)oc3cc(C)c(C(C)C)cc23)c1,-10.2%
CSCC[C@H](NC(=O)N1CCn2c1nc1ccccc12)C(=O)NCc1ccccc1,1.4%[76.3 µM]
Cc1c(C)n(C)c2ccc(C(=O)NCCN3CCOCC3)cc12,-7.5%[76.3 µM]
Cc1ccc2c(cnn2C(=O)CCCC(=O)NCc2cccc(F)c2)c1,16.2%[76.3 µM]
COc1ccc(C2CC(=O)Nc3c2c(=O)n(C)c2nc4ccccc4n32)cc1 (stereo not drawn),14.0%[76.3 µM]
CC(C)(C)c1nnc(NC(=O)CCS(=O)(=O)c2ccccc2)s1,-11.3%
NS(=O)(=O)c1ccc(-c2ccc(/C=C3\SC(=O)NC3=O)o2)cc1,15.5%[76.3 µM]
CC(C)Cn1c(CCCNC(=O)c2ccco2)nc2ccccc21,-7.8%[76.3 µM]
CN(Cc1ccco1)C(=O)C1CCC(=O)N(CCc2cccc(F)c2)C1 (stereo not drawn),-9.6%[76.3 µM]
CC1CCC(NC(=O)Cn2c(=O)oc3ccccc32)CC1 (stereo not drawn),-5.8%[76.3 µM]
COc1cccc(-c2nnc3n(CCc4ccccc4)c(=O)c4ccccc4n23)c1O,5.0%[76.3 µM]
Cc1cc(C)n2c(Nc3ccc4c(c3)OCCO4)c(-c3ccc(Cl)cc3)nc2n1,?
COc1ccc(-c2nc(-c3ccccc3)c(-c3ccc(O)cc3)[nH]2)cc1,-4.9%[76.3 µM]
Cc1cc(C)c(C)c(S(=O)(=O)Nc2cccc(-n3cnnn3)c2)c1C,3.3%[76.3 µM]
CCOC(=O)c1c(NC(=O)Cc2coc3cc(C)cc(C)c23)sc2c1CCC2,-2.7%[76.3 µM]
Cc1cccc(N2CCN(C(=O)CN3C(=O)COc4ccc(S(=O)(=O)N5CCOCC5)cc43)CC2)c1C,-10.8%[76.3 µM]
SMILES,GAA glycogen mod
Cc1cc(NC(=O)C(Cl)c2ccccc2)no1 (stereo not drawn),-3.3%[76.3 µM]
COc1cccc(-c2nn(C)c3sc(C(=O)NCCCN(C)Cc4ccccc4)cc23)c1,2.2%
CCc1ccc(C(=O)COC(=O)CNC(=O)c2ccc(Br)o2)cc1,1.9%[76.3 µM]
Oc1cccc(/C=N/n2c(C3CCCCC3)n[nH]c2=S)c1,-2.6%
CCOc1ccc(Br)cc1C(=O)N/N=C/c1cccc(C)n1,-1.1%
CSc1nsc(SCC(=O)Nc2cccc(NC(C)=O)c2)n1,-5.6%
Cc1ccc(NC(=O)CN2CCc3cc4c(cc3C2C)OCCCO4)cc1 (stereo not drawn),-8.0%[76.3 µM]
COC(=O)[C@H](Cc1c[nH]c2ccccc12)NC(=O)Cc1c[nH]c2ccccc12,-4.3%
CCc1ccc(CN(Cc2cccnc2)C(=O)/C=C/c2ccc(OC)cc2)cc1,-19.1%[76.3 µM]
CN(C)N1C(N)=C(C#N)C(c2ccccc2Cl)C2=C1CCCC2=O (stereo not drawn),?
Cc1cc(Br)c(S(=O)(=O)NCc2cccnc2)cc1C,-10.6%[76.3 µM]
COc1ccc(C(O)P(=O)(OCC(C)C)c2ccc(N(C)C)cc2)c(OC)c1 (stereo not drawn),0.0%
O=C(Nc1nnc(SCC(=O)N2CCOCC2)s1)C1CC(=O)N(c2ccc(F)cc2)C1 (stereo not drawn),-1.9%[76.3 µM]
COc1ccc(NC(=O)CNC(=O)c2nn(-c3ccc(OC)c(OC)c3)c(=O)c3ccccc23)c(OC)c1,-1.7%
Fc1cccc(Cl)c1CNCCCSc1ncccn1,-7.9%[76.3 µM]
CCCCC(=O)Nc1nnc(S(=O)(=O)N(C)Cc2ccco2)s1,-12.2%[76.3 µM]
Cc1ccc(CNC(=O)c2nn(-c3ccc(Cl)cc3)nc2CO)cc1,7.4%[76.3 µM]
CCSc1nnc(SCC(=O)N2CCN(C(=O)c3ccco3)CC2)s1,0.3%[76.3 µM]
CCOc1ccccc1N(CC)C(=O)c1noc2c1COc1ccc(C)cc1-2,13.8%[76.3 µM]
COc1ccc(C(=O)O)cc1S(=O)(=O)NCc1cccnc1,-0.4%
CC1CCCN(C2(O)C(=O)Nc3ccc([N+](=O)[O-])cc32)C1 (stereo not drawn),-1.3%
COc1ccccc1N1CCN(c2ccc(=O)n(CC(=O)O)n2)CC1,16.0%[76.3 µM]
C=C(C)Cn1c(=O)c2c(nc3n2CCN3c2cc(C)cc(C)c2)n(C)c1=O,-4.5%[76.3 µM]
Cc1ccccc1NC(=O)NNC(=O)COc1ccc2ccccc2c1,2.6%[76.3 µM]
COC(=O)c1ccc(Cn2nnc3c(=O)[nH]c(C4CCN(S(=O)(=O)c5cc(C)ccc5C)CC4)nc32)cc1,-10.8%[76.3 µM]

# Filtered by structure: those above containing a CF3 group (2)
SMILES,GAA glycogen mod
COc1ccc(-c2cc(C(F)(F)F)n3ncc(-c4ccccc4)c3n2)cc1,-17.4%[76.3 µM]
O=C(CCCc1nc(-c2ccccc2)no1)Nc1cc(C(F)(F)F)cc(C(F)(F)F)c1,-15.6%[76.3 µM]

# Shown as tab-separated lines: part of the list above.
smiles	GAA glycogen mod
CCc1ccc(CN(Cc2cccnc2)C(=O)/C=C/c2ccc(OC)cc2)cc1	-19.1%[76.3 µM]
Cc1cc(NC(=O)C(Cl)c2ccccc2)no1 (stereo not drawn)	-3.3%[76.3 µM]

# Continuation:
SMILES,GAA glycogen mod
CCC(=O)N1c2ccc(S(=O)(=O)NCc3ccco3)cc2CC1C (stereo not drawn),-0.8%[76.3 µM]
CCn1c(=O)cc(SCC(=O)NCCc2ccc(Cl)cc2)c2ccccc21,15.7%[76.3 µM]
CCOCCc1nnc(NC(=O)C(=O)c2cc(C)n(-c3ccc(C)cc3C)c2C)s1,-7.1%[76.3 µM]
CC1(C)CC(=O)C=C(NCCc2ccccc2)C1,-12.8%[76.3 µM]
O=C1NC(Cc2ccccc2)C(=O)Nc2ccc(Br)cc21 (stereo not drawn),15.7%[76.3 µM]
CCSc1nc(-c2ccc(OC)cc2)nc2c1Cc1c(CO)cnc(C)c1O2,-14.8%[76.3 µM]
